# Screening data: PubChem, Sanford-Burnham Center for Chemical Genomics
# SENP8 block = blocks human SENP8 cleavage of Nedd8 substrate; Q96LD8; recombinant SENP8, Nedd8 substrate fluorescence; inhibition, % at 20 µM; hit rate 0.64% among 360,000; AID 602440; in the data active = inhibition mostly above about 40%, no sharp cut-off; inactive = mostly below about 27%
# NR3A LBD binder = modulators (binders) of human NR3A ligand-binding domain | Tm shift relative to glycine control, % at 25 µM | hit rate 2.5% among 340,000 | NR3A LBD differential scanning fluorimetry, Tm shift; 0% = protein alone, 100% = glycine-bound protein;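 active = melting temperature shift of at least 10% of the positive control shift, at one fixed dose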
# SENP6 block = blocks the human protease SENP6 | Q9GZR1 | AID 2599 | Recombinant SENP6 catalytic domain, aminoluciferin luminescence | hit rate 1.8% among 330,000 | inhibition, % at 10 µM;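 active = inhibition above about 50% at the single tested dose, limit read from the data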;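 also: plate controls were DMSO wells with enzyme for no effect and DMSO wells lacking enzyme for full effect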
# Target sequence (Q9GZR1 628-1112 limits assumed): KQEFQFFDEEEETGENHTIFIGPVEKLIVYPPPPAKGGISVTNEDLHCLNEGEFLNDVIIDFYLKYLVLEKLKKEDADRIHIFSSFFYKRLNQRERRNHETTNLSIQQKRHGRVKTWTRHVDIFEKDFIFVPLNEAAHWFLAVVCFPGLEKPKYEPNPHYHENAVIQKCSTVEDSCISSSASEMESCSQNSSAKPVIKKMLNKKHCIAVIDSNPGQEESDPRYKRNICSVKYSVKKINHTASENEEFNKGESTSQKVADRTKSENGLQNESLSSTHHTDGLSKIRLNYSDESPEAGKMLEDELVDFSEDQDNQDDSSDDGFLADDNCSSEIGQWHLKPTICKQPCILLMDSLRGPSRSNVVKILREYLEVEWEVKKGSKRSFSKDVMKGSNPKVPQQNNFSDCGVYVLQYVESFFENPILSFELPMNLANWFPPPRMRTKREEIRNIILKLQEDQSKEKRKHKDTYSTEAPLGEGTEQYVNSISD
# ATG4B inh = ATG4B (human) cysteine protease inhibition. Q9Y4P1. inhibition, % at 8.33 µM. ATG4B cleavage of LC3-PLA2, NBD-HPC fluorescence, 1 h. hit rate 0.51% among 340,000; in the data active = inhibition above about 40%
# SENP1 FRET inh = inhibitors of human SENP1 SUMO protease catalytic domain. Q9P0U3. AID 624204. recombinant SENP1 catalytic domain, CyPet-SUMO1-YPet FRET cleavage. inhibition, % at 10 µM. hit rate 0.21% among 360,000;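 active = inhibition at least 30% at 10 µM, raw YFP signal under a set limit, fluorescence ratio 0.5 to 1.5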;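 also: 0% = enzyme with DMSO and 100% = no enzyme wells; some results filed as inactive read as strong as hits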
#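 Test system: human SENP1 catalytic domain; medium: Tris pH 8 buffer plus EDTA, NaCl, BME, BSA, NP40, catalase; incubation: 50 min reaction at room temperature; technique: FRET, CFP and YFP emission; controls: no-enzyme low control and enzyme-plus-DMSO high control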
# MPTP inh = inhibitors of mitochondrial permeability transition pore; AID 602449; inhibition, % at 10 µM; isolated mouse mitochondria, Ca2+ swelling absorbance, 30 min; hit rate 1.4% among 360,000;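 active = inhibition of 50% or more, scaled per plate between neutral and stimulator controls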;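 also: 0% = DMSO wells given calcium and 100% = 1 mM EGTA wells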
# hIAP act = increases human intestinal alkaline phosphatase activity; purified human IAP, CDP-Star luminescence, 30 min; hits give high values; 1 = vehicle-only enzyme, 0 = enzyme-free background; activation factor at 10 µM; hit rate 0.16% among 330,000; AID 2524;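 active = activation factor of the enzyme at least 2-fold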; also: the source names both 10 and 20 µM as test concentration; values of inactives mirror those of a sister screen read the other way
# Target sequence (P09923 whole entry, looked up): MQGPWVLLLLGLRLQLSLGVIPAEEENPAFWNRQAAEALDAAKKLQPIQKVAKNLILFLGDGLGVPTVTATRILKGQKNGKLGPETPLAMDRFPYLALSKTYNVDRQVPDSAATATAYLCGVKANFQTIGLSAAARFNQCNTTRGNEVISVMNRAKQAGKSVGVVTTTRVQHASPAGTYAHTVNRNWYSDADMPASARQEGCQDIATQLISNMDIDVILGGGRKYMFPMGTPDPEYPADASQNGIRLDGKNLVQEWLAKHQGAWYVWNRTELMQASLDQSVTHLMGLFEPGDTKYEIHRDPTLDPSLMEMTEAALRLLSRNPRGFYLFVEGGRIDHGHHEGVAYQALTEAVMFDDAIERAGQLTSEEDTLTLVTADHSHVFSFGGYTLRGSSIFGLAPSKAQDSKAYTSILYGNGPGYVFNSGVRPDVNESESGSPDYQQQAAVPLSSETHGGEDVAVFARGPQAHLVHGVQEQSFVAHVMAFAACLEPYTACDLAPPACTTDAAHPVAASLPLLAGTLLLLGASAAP
# PfG6PD inh = PfG6PD (Plasmodium falciparum) enzyme inhibition; hit rate 0.78% among 350,000; PfGluPho enzyme, NADPH resazurin-diaphorase fluorescence; inhibition, % at 20 µM;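 active = inhibition reaching at least a set limit at 20 µM in the primary screen, cut at about 59% in these data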;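 also: 0% = DMSO wells with substrate and 100% = DMSO wells lacking glucose-6-phosphate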
# Numbers without * were called inactive; i = inactive; . = not tested or not shown; & = joins results of further samples.
# Sample of the layout:
SMILES,SENP8 block,NR3A LBD binder,SENP6 block,ATG4B inh,SENP1 FRET inh,MPTP inh,hIAP act,PfG6PD inh
Cc1cc2c(C)nc(N/N=C/c3ccc([N+](=O)[O-])cc3)nc2o1,11,-3,.,0,36*,-2.3,.,-7
COC(=O)c1cnn2c(C)c(Cc3cccc(F)c3)c(C)nc12,-433,1,-10,-6,-2,-0.9,1.1,9
COc1cc(/C=C2\SC(=S)N(NS(=O)(=O)c3ccccc3)C2=O)ccc1O,48*,-3,8,5,75*,9.3,0.67,-25

# Results (from the top)
SMILES,SENP8 block,NR3A LBD binder,SENP6 block,ATG4B inh,SENP1 FRET inh,MPTP inh,hIAP act,PfG6PD inh
Cc1cc2c(C)nc(N/N=C/c3ccc([N+](=O)[O-])cc3)nc2o1,11,-3,.,0,36*,-2.3,.,-7
COC(=O)c1cnn2c(C)c(Cc3cccc(F)c3)c(C)nc12,-433,1,-10,-6,-2,-0.9,1.1,9
COc1cc(/C=C2\SC(=S)N(NS(=O)(=O)c3ccccc3)C2=O)ccc1O,48*,-3,8,5,75*,9.3,0.67,-25
O=C(/C=C/c1ccc(Br)o1)OCc1ccccc1,22,1,26,3,-2,-1.2,0.88,4
Cc1cccc(C)c1-n1c(C)cc(/C=C2\C(=O)NN(c3ccccc3)C2=O)c1C,19,-7,9,51*,1,7.8,0.83,-20
O=C(CCCl)N1CCCC2(CCCCC2)C1,2,-2,-12,-7,0,1.4,0.98,5
CC(C)CCOP(=O)(c1ccc(N(C)C)cc1)C(O)c1ccccc1 (configuration not stated),6,0,2,-1,1,0.1,1.1,4
CCOC(=O)c1c(CN(C)C)n(C)c2c(O)c(N=NC(N)=O)c3ccc(Br)cc3c12,79*,3,68*,-10,2,-0.9,1.4,-2
O=C(NCc1ccccc1)C12CN(Cc3ccccc3)CC1C(c1ccc([N+](=O)[O-])cc1)=NO2 (configuration not stated),4,-1,-6,-11,-1,1.7,0.83,8
Cc1cc(Cl)ccc1OCC(O)CNCCc1ccc(S(N)(=O)=O)cc1 (configuration not stated),-2,0,-3,2,-1,-0.7,1.1,-1
O=C(O)c1ccc(NC(=S)NC(=O)c2ccc3ccccc3c2)cc1,11,17*,-9,-8,-1,0.1,1.1,-24
Cc1ccccc1NC(=O)C(C)OC(=O)CCC(=O)N(CC(C)C)c1c(N)n(CC(C)C)c(=O)[nH]c1=O (configuration not stated),6,1,-22,1,-1,-0.2,1,3
CCCn1nc(NC(=O)c2ccncc2)c2cc3ccccc3nc21,-156,-4,-4,-9,-31,0.2,0.91,16
Cc1ccc(NC(=S)N/C(=N/S(=O)(=O)c2ccccc2)c2ccccc2)cc1,-1&20,-1&-4,-4,-1&-8,1&1,0.5&-2.8,1.1,12&10
Cc1cccc(N2CCN(C(=O)c3ccc(CNc4c(N5CCC(C)CC5)c(=O)c4=O)cc3)CC2C)c1 (configuration not stated),5,-3,0,-3,-2,3.7,1.1,-12
CN(C(=O)c1coc(=O)c2ccccc12)c1ccc(Br)cc1,11,0,8,-3,3,1.3,0.96,13
Cc1cccc2cc(CN(CC(C)C)S(=O)(=O)c3ccccc3)c(=O)[nH]c12,-57,-1,9,-1,-5,-0.2,1.1,3
CCCCCN(C(=O)CCC(=O)OC(C)C(=O)Nc1cccc(C#N)c1)c1c(N)n(CCCC)c(=O)[nH]c1=O (configuration not stated),11,18*,-6,-7,0,-1.8,0.94,6
CCCN(CC(=O)Nc1ccccc1C)C(=O)c1nn(CC)c(=O)c2ccccc12,9,0,-3,-4,0,2.0,0.96,-9
Cc1ccc(C(=O)N2CCC(C(=O)NCc3ccco3)CC2)cc1,18,0,-12,-6,1,-1.7,1,-8
CCC(CC)c1nnc(NC(=O)COc2ccc3c(c2)OCO3)s1,3,0,-4,-17,3,-0.6,0.93,48
NS(=O)(=O)c1ccc(NC(=O)CSc2nc3ccccc3nc2N2CCOCC2)cc1,-125,-10,5,-11,2,-2.0,0.95,9
Cc1ccc(NC(=S)c2nc3ccccc3[nH]2)cc1,17,-7,79*,10,2,1.2,0.95,1
Cc1sc2ncn(CC(=O)NCCN(C)C)c(=O)c2c1S(=O)(=O)N1CCC(C)CC1,19,0,-20,3,1,-0.8,0.9,4
CCOc1ccc(-c2ccc(C=O)o2)c([N+](=O)[O-])c1,-58,-1,4,-1,-11,1.0,1.1,30
COCCN1C(=O)C(C(=O)OC)CC2=C1CC(C)(C)CC2=O (configuration not stated),10,0,.,-4,-7,12,.,-5
Cc1ccnc(OC(C(=O)O)C(OCc2ccccc2)(c2ccc(F)cc2)c2ccc(F)cc2)n1 (configuration not stated),15,0,0,-2,0,0.1,1,0
Cc1cccc(OCCCc2c(C)n[nH]c2C)c1,16,1,11,-3,0,1.4,1.2,3
COc1cc(CN(C)C(=O)C(=O)c2c[nH]c3ccccc23)ccc1O,11,2,.,0,-3,1.8,.,11
O=C(NCC1CCCCC1)c1cccc([N+](=O)[O-])c1,18,0,0,4,2,1.1,1.3,12
O=S(=O)(Nc1nc2ccccc2nc1N1CCc2ccccc2C1)c1ccc(Cl)cc1,-235,10,37,40*,-11,41,0.88,-44
CCc1ccc(NC(=O)C(=O)N/N=C(\C)CC(=O)NCc2ccc(Cl)cc2)cc1,12,-2,-18,-5,-1,0.5,1,-19
C=CCn1c(SCC(=O)NC(=O)c2cccn2C)nc2ccccc2c1=O,-17,-1,20,-5,-8,-0.6,0.99,-13
COC(=O)COc1ccc(S(=O)(=O)N2CCCCCC2)cc1C,-1,0,-4,-15,1,0.7,1.1,7
O=C(C1=C(O)C(=O)N(CC2CCCO2)C1c1cccnc1)c1ccco1 (configuration not stated),6,1,21,-6,-2,0.7,1.1,16
Cc1ccc(NC(=O)c2ccccc2-c2ccccc2C(=O)O)cc1C,3,0,-3,-4,1,0.5,1,-7
O=C1CSC(=S)N1N=Cc1ccc(OCc2ccccc2)cc1,0,.,.,.,0,0.5,.,-10
CC1CN(Cc2nc3ccccc3c(=O)[nH]2)CC(C)O1 (configuration not stated),0,-1,-7,0,-1,-2.5,1.1,-13
CC(=O)Nc1cccc(NC(=O)CSc2nc(=O)n(Cc3ccncc3)c3c2CCC3)c1,-2,-1,-6,3,4,-2.4,1.1,-10
CC(C)C(c1nnnn1C1CCCCC1)N1CCc2ccccc2C1 (configuration not stated),17,0,29,-7,-5,1.7,1.1,10
CCN(CC)S(=O)(=O)c1ccc(OC(C)C)c(NC(=O)c2c3c(nc4ccccc24)CCN(Cc2ccccc2)C3)c1,-28,3,-2,-16,-13,1.1,0.86,-4
CCCCn1c(SCC(=O)NC2CCS(=O)(=O)C2)nnc1-c1ccc(OC)cc1 (configuration not stated),8,1,-22,-2,0,-1.0,0.89,-16
CC(C)CCNC(=O)c1cn(CC(C)C)c(=O)c2c1c1ccccc1n2C,-301,0,-16,1,2,0.0,1.3,2
NC(=O)CCCc1nc(-c2ccccc2)no1,2,3,-22,-1,2,3.3,0.97,4
O=C(c1cccc(F)c1)N1CCN(c2cc(N3CCCCC3)c(F)cc2[N+](=O)[O-])CC1,23,-2,-16,-5,2,-1.1,0.86,0
Cc1cc2c(=O)n(C)c(SCC(=O)NC3CCCC3)nc2s1,5,3,1,0,0,-0.9,0.89,-15
Cc1ccc(CN2C(=O)C(=O)c3cc(C)ccc32)cc1,-12,-3,-19,-2,-2,-1.1,1,-5
CC(=O)Nc1ccc(S(=O)(=O)/N=C2\SCCN2S(=O)(=O)c2ccc(NC(C)=O)cc2)cc1,8,-8,-10,0,5,0.6,1.1,14
COc1ccc(S(=O)(=O)N2CCCCC2)cc1NS(=O)(=O)c1cc(Cl)ccc1Cl,13,-9,-13,5,4,5.0,0.93,1
CCOC(=O)N1CCN(C(=O)CSCC(=O)Nc2nc(-c3ccc(-c4ccccc4)cc3)cs2)CC1,-45,4,2,-8,3,44,0.97,9
Cc1cc(/C=C(\C#N)C(=O)NCc2ccco2)c(C)[nH]1,-90,0,-11,-4,-6,-7.5,1.1,-14
CCOC(=O)C1=C(C)Nc2ccccc2N=C1NC(=O)c1ccc(Cl)c(S(=O)(=O)N2CCCC2)c1,2,-2,3,-23,1,-1.7,0.8,21
Cc1ccc(S(=O)(=O)N2CCCCC2)cc1NC(=O)c1ccc(=O)[nH]c1,5,.,.,.,-2,0.1,.,10
NC(=S)NN=C1CCCCCCCCCC1,12,-1,.,2,4,-1.1,.,15
COc1ccc(C)cc1NC(=O)c1ccc(CN2CCN(c3ccccc3)CC2)cc1,18,-4,-1,2,3,13,1,11
CCOc1ccc(CNC(=O)c2ccc3c(c2)N(CC)CCS3)cc1,-400,-3,-14,-3,-2,0.0,1.1,47
COc1ccc(-c2nnc(OCc3nc4ccccc4n3C)c3ccccc23)cc1,-22,-7,-2,11,-2,1.8,0.98,7
O=C(Cn1nnc(-c2ccc(CN3CCOCC3)cc2)n1)N(c1ccccc1)c1ccccc1,7,-2,4,-6,2,0.0,1.1,-4
Cc1nn(CC(O)c2ccccc2)c(C)c1Br (configuration not stated),9,3,1,-2,0,4.2,1.1,-6
COc1cccc(N2CCN(c3ccc4nnc(CCC(=O)Nc5cccc(C(C)=O)c5)n4n3)CC2)c1,-186,-2,1,-4,1,1.5,1.5,10

# New compounds follow
SMILES,SENP8 block,NR3A LBD binder,SENP6 block,ATG4B inh,SENP1 FRET inh,MPTP inh,hIAP act,PfG6PD inh
CCOC(=O)c1ccc(Nc2nc(N)c3cc(OC)c(OC)cc3n2)cc1,-286,4,76*,-17,2,-0.4,0.88,5
COc1ccc(S(=O)(=O)N2CN3CCN(C3)C2)cc1,12,0,-24,-1,0,0.6,1.3,-11
CN1CCN(CCCNC(=O)CCCOc2cc(=O)n(C)c3ccccc23)CC1,18,-2,-4,-4,0,-1.2,1,-3
CC1(C(=O)N(c2ccccc2)C(C(=O)NC2CCCC2)c2ccccn2)CC(=O)N=C2C=CC=CN21 (configuration not stated),i,0,-8,-11,-1,-1.7,1,-3
CCOc1ccc(C(=O)O)cn1,-3,0,-15,-1,2,-1.4,1.1,19
Fc1ccccc1CNc1cc(Cl)cc(Cl)c1,19,-17,-18,33,2,10,0.82,10
Cc1cc(C)c(S(=O)(=O)N2CCCCC2)c(C)c1-n1ncnn1,3,2,-7,-8,2,-0.1,0.95,-4
O=S(=O)(c1cc(Cl)ccc1Cl)N1CCCC1,17,-2,-12,1,-4,0.6,1,1
CN(CC(=O)N1CCc2[nH]c3ccc(F)cc3c2C1)CC1OCCO1,.,0,6,-9,.,.,1.1,1
CCOC(=O)Cc1csc(N/N=C/c2ccc(C(F)(F)F)cc2)n1,-33,-1,-3,-1,-2,1.5,1.1,-6
Cc1[nH]n(-c2cccc([N+](=O)[O-])c2)c(=O)c1-c1ccccc1,16,-6,-5,6,1,9.0,0.77,-18
O=C(CSc1nc(=O)n2cc(Cl)ccc2n1)Nc1ccc2c(c1)OCO2,-1,0,-22,-19,-5,0.2,0.98,6
COc1cc(C(=O)OCC(=O)N2CCC(C)CC2)cc2c1OCCO2,11,2,13,6,1,0.0,0.99,-7
N#Cc1ccc(C(=O)Nc2nnc(-c3cccs3)o2)cc1,-2,-2,47,13,1,-2.8,0.84,-20
COCCOC(=O)c1c(C)oc2ccc(OC(=O)COc3c(F)c(F)c(F)c(F)c3F)cc12,7,4,-4,-2,2,2.9,0.92,-11
COc1cccc2cc(-c3cc(=O)oc4cc(C)c(OCC(C)=O)cc34)oc12,-288,4,-17,-2,-81,-1.6,1.1,-3

# Arranged by molar mass (lowest first): 3 of the compounds above
SMILES,SENP8 block,NR3A LBD binder,SENP6 block,ATG4B inh,SENP1 FRET inh,MPTP inh,hIAP act,PfG6PD inh
N#Cc1ccc(C(=O)Nc2nnc(-c3cccs3)o2)cc1,-2,-2,47,13,1,-2.8,0.84,-20
CCOC(=O)c1ccc(Nc2nc(N)c3cc(OC)c(OC)cc3n2)cc1,-286,4,76*,-17,2,-0.4,0.88,5
COCCOC(=O)c1c(C)oc2ccc(OC(=O)COc3c(F)c(F)c(F)c(F)c3F)cc12,7,4,-4,-2,2,2.9,0.92,-11
